Source: PubChem BioAssay
E coli WT exp = E. coli BW25113 growth inhibition, expanded screen | AID 710 | OD600 absorbance | 0.15% of 98,000 active | growth inhibition, % at 100 µM;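 active means growth inhibition above about 50% at one test dose, limit read from the data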;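 further: growth measured after 20 h incubation at 37 °C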
H69AR growth 86K = growth inhibitors of human H69AR lung tumor cells. H69AR lung tumor viability, ATP luminescence, 72 h; hits give low values. viability, % at 10 µM. 6% of 85,000 active. AID 598;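 active means viability at or below 40%; inactive means viability above 40%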;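 further: multidrug resistant small cell line overexpressing MRP-1 efflux transporter; 100% = mean luminescence of untreated control wells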
PostGolgi yeast = growth inhibition of a yeast mutant, post-Golgi transport screen; post-Golgi transport phenotypic cell assay; inhibition, % at 10 µM; 0.9% of 98,000 active; AID 739;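 further: yeast cells grown in 1536-well plates; yeast grown about 18 h at 30C before absorbance read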
S1P2 ag = activates the human S1P2 receptor; 0.46% of 97,000 active; activation, % at 4.5 µM; S1P2-expressing cell line, agonist reporter read-out; O95136; AID 729; in the data active means activation above about 16%;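 further: 0% = vehicle low control and 100% = maximal reference agonist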
Target sequence (O95136 whole entry, looked up): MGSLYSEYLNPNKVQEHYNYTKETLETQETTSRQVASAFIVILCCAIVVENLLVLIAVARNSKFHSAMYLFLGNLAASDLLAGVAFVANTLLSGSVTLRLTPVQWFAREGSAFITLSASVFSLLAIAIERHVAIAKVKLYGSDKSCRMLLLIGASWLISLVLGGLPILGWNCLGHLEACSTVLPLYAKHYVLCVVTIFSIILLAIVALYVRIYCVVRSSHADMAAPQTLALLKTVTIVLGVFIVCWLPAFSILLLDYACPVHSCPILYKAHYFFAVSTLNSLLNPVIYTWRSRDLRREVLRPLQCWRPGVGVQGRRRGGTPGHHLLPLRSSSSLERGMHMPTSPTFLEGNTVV
S1P2 antag = antagonists of human S1P2 receptor; O95136; cell-based S1P2 antagonist assay, inhibition at 5 uM; inhibition, % at 5 µM; 0.21% of 97,000 active; in the data active means inhibition above about 45%;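 further: CRE beta-lactamase reporter cells expressing human S1P2 stimulated with S1P; 0% = agonist at EC80 alone and 100% = agonist plus reference antagonist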
DAT uptake mod = changed human dopamine transporter uptake under cocaine IC80; Q01959; LLC-PK1 hDAT cells, [14C]-dopamine uptake with cocaine IC80; actives deviate in either direction; B-score at 10 µM; 1.3% of 110,000 active; AID 449768;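 active means Z score or B-score, a plate-position-corrected score, falls beyond the plate's 99.7% confidence bounds, in either direction; inactive means both scores lie inside the 99.7% bounds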;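 further: scored against the spread of the other compound wells on the same plate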
Target sequence (Q01959 whole entry, looked up): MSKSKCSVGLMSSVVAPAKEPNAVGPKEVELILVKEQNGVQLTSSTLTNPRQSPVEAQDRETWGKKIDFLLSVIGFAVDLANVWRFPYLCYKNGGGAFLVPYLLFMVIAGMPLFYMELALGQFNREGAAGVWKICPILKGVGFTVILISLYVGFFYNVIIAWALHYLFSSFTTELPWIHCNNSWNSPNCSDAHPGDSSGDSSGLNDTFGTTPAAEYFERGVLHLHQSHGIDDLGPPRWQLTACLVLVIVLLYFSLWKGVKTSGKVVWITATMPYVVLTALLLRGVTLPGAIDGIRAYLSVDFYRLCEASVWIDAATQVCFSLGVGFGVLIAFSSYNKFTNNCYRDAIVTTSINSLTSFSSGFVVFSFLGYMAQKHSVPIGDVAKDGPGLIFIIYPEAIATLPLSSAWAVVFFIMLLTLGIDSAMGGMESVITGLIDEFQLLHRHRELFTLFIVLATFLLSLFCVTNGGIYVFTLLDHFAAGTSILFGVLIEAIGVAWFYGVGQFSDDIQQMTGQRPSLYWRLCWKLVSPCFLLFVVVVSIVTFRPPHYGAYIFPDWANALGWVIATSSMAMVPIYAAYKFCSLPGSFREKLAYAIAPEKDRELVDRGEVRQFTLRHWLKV
HUVEC inhibit = human endothelial cell proliferation inhibition; HUVEC proliferation, CellTiter-Glo luminescence, 72 h; hits give low values; viability, % at 10 µM (by protocol); 1.1% of 86,000 active;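 active means viability at or below 30%; inactive means viability above 30%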;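 further: 100% = median luminescence of DMSO-only cell control wells on each plate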
Fibroblast inh = blocks proliferation of human lung fibroblasts | viability, % at 10 µM | LL 47 human lung fibroblast viability, ATP luminescence; hits give low values | 1.1% of 85,000 active | AID 719;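 active means viability at or below 50% in the single dose screen; inactive means viability above 50%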;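 further: compound exposure lasted 72 h before the ATP readout; 100% = median luminescence of untreated cell-only wells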
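test system = LL 47 human lung fibroblasts | amount = 1,150 fibroblasts seeded per well | medium = 15% FBS in IMEM | times = overnight cell rest, 72 h compound treatment at 37 °C | measured by = CellTiter-Glo luminescence measuring cellular ATP | read-out = viability percentage against median untreated-cell control | benchmarks = cell-only wells, no compound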
PostGolgi ctrl = growth of the yeast control strain, post-Golgi counter-screen | efflux-deficient yeast background strain, growth absorbance A615, 16 h | inhibition, % at 10 µM | 5% of 98,000 active | AID 738
The depositor's hits bear a star; x = no result given. Unless noted, no stated cut-off is given here; in the data, active means inhibition above about 30%; inactive means the rest.

SMILES	E coli WT exp	H69AR growth 86K	PostGolgi yeast	S1P2 ag	S1P2 antag	DAT uptake mod	HUVEC inhibit	Fibroblast inh	PostGolgi ctrl
CCN(CC)S(=O)(=O)c1cc(C(=O)O)ccc1Cl	3	91	-4	-4	1	-0.16	92	100	22
FC(F)(F)c1nnc2ccc(N3CCOCC3)nn12	-3	102	3	-4	-7	-1.4	108	93	15
CSc1ccc(Cl)c(C(=O)NCCOc2ccccc2)c1	1	x	0	-5	18	-0.38	x	x	10
Cc1cc(O)c(/C=N/Nc2ccccc2)c(=O)o1	-11	x	7	-3	-3	-0.39	x	x	7
CCOc1ccc(N2CC(=O)N(c3ccc(OCC)cc3)CC2=O)cc1	-14	x	-4	-2	10	-0.66	x	x	0
CC(Oc1ccc(Cl)cc1)C(=O)Nc1ncccn1 (configuration not stated)	6	106	-3	x	x	0.33	87	102	5
COc1ccc(-n2c(Cc3cccn3C)nnc2SCC(=O)Nc2ccccc2OC)cc1	-8	73	4	x	x	0.88	85	86	4
Cn1c(SCC(=O)Nc2ccc3nc(SCC(=O)N4CCCC4)sc3c2)nnc1-c1ccc(N)cc1	-2	x	2	-5	-13	x	x	x	0
Cc1ccc(C)c2[nH]c(=O)c(C(c3nnnn3CCc3ccccc3)N3CCOCC3)cc12 (configuration not stated)	-3	83	18	-3	-15	-0.17	89	91	4
O=C(CCCn1c(SCC(=O)c2ccccc2)nc2ccccc2c1=O)NCC1CCCO1 (configuration not stated)	-11	77	8	-3	-27	0.64	86	100	10
Cc1cc(C)nc(NC(=O)/C=C/c2cccs2)c1	-9	x	-1	-5	31	0.2	x	x	8
CCn1c(=O)cc(N2CCCCC2)[nH]c1=O	1	79	0	-5	-16	-0.86	90	107	5
O=C(c1cnn(-c2ccccc2)c1-n1cccc1)N1CCN(C2CCCCC2)CC1	x	94	x	x	x	0.13	93	95	x
COc1cc(NC(=O)CN2CC(c3ccccc3)CC2=O)cc(OC)c1 (configuration not stated)	-1	92	2	x	x	-1.2	97	98	5
Cc1cc(C)c(C)c(S(=O)(=O)NCc2ccc(C(=O)N3CCCCC3)cc2)c1C	x	33*	x	-2	-10	-0.25	95	99	x
Cc1cc(C(=O)CSc2nnnn2-c2ccccc2)c(C)n1CC1CCCO1 (configuration not stated)	-9	77	1	-2	24	-0.65	76	106	-3
CCOC(=O)N1CCC(Nc2c(NCCCN(CC)Cc3ccccc3)c(=O)c2=O)CC1	3	100	3	-4	1	-0.33	119	96	4
O=C(Nc1ccc2c(c1)OCCO2)N1CCN(c2ccccc2)CC1	7	x	6	-3	23	1.1	x	x	5
Cn1c(=N)n(CC(=O)C(C)(C)C)c2ccccc21	15	98	0	0	0	-0.31	105	103	17
COC(=O)c1ccc(NC(=S)Nc2ccccc2)cc1	7	x	2	-2	20	-0.24	x	x	0
CCC(=O)Nc1ccc(C(=O)NNC(=O)c2cccs2)cc1	-2	x	2	-6	12	0.018	x	x	8
COCC(C)n1c(SCC(=O)NCCC2=CCCCC2)nc2ccccc2c1=O (configuration not stated)	1	x	4	-1	-10	-0.12	x	x	13
CCC(OC(=O)C(NC(=O)c1ccccc1)c1ccccc1)C(=O)Nc1cc(C)on1 (configuration not stated)	4	100	42*	-3	8	0.34	94	108	-6
CCOc1cc(C(=O)Nc2ccon2)cc(OCC)c1OCC	5	96	5	-1	-17	0.63	91	99	7
ON1C(c2ccccc2C(F)(F)F)N(O)[C@H]2CCCC[C@H]21 (some centres not stated)	7	96	-5	-1	3	-0.58	97	105	0
COc1ccc(C2SCC(=O)N2c2c(C)n(C)n(-c3ccccc3)c2=O)cc1 (configuration not stated)	3	95	-5	-2	8	-0.53	95	94	-8
Nn1c(SCC(=O)N2CCN(S(=O)(=O)c3ccccc3)CC2)nnc1-c1cccs1	-4	87	2	-8	17	0.84	96	95	3
O=C(Nc1ccccc1)c1cccc(S(=O)(=O)NCc2ccco2)c1	5	76	-2	-2	-8	2.5	92	98	10
COC(=O)CCn1nnc(-c2cccs2)n1	9	97	-3	-7	-5	0.14	96	97	-7
CCCCC1(C)NC(=O)N(CC(=O)Nc2ccc(S(=O)(=O)N3CCOCC3)cc2)C1=O (configuration not stated)	2	94	0	-5	-7	0.76	102	x	20
O=C1C=C(c2ccc(Cl)cc2)OC2(CCCC2)O1	16	88	1	-5	4	-2.6*	97	100	11
Cc1ccc(N(CC(=O)NCc2cccnc2)S(C)(=O)=O)cc1C	1	98	-8	-4	8	-0.48	99	101	-3
CCOC(=O)c1cnn(-c2nc(C)cc(C)n2)c1N	-13	85	-2	-5	-12	-0.12	108	118	-7
CCCC(=O)Nc1ccc(C(=O)NNC(=O)c2ccco2)cc1	-2	x	7	-10	15	0.61	x	x	2
Clc1ccc(NCn2cncn2)nc1	3	102	-5	-2	18	-0.49	83	93	-1
O=C(c1cnn2c(C(F)F)cc(-c3ccccc3)nc12)N1CCCc2ccccc21	0	69	-5	-5	-28	-0.91	94	94	10
CCCCN1CNC(=S)N(c2cc(C)ccc2C)C1	-3	89	0	-1	-3	0.29	93	103	2
CCc1ccccc1Nc1nc(N)nc(COC(=O)c2cccn2C)n1	3	88	0	-2	-1	0.17	96	x	5
CCOC(=O)c1csc(NC(=O)CSc2nnnn2-c2ccc(OCC)cc2)n1	-2	79	-2	-8	24	-1.4	84	99	10
COCc1cc(C)nc(SCC(=O)Nc2cccc(C)c2)c1C#N	-16	x	-5	-1	8	-0.15	x	x	-2
CCCCCN(C(=O)NC(=O)Nc1ccccc1C)S(C)(=O)=O	4	100	-3	-7	2	-0.4	102	107	12
O=C(COC(=O)c1ccc[nH]c1=O)NCC1CCCO1 (configuration not stated)	3	95	0	-2	-13	0.73	98	100	4
COc1cc(OC)cc(C(=O)N[C@H](C(=O)NC23CC4CC(CC(C4)C2)C3)C(C)C)c1	-13	x	47*	-1	-10	-0.86	x	x	28
CCC(CC)NC(=O)COC(=O)c1cccc(C)c1O	-4	x	7	0	-17	0.64	x	x	-5
COc1cccc(C(=O)N2CCN(S(C)(=O)=O)CC2)c1	-2	102	0	0	-18	-0.64	89	104	10
CC(=O)NC(C)C12CC3CC(CC(CC(=O)O)(C3)C1)C2 (configuration not stated)	9	93	-5	-4	-7	-0.19	103	101	0
CC(C)=CC(=O)NCCc1ccccc1	5	88	-19	-3	10	-0.17	91	97	20
COc1ccc(S(=O)(=O)N2CCC(c3cc(-c4cccc5ccccc45)n[nH]3)CC2)cc1	-9	x	-17	-6	15	1.2	x	x	12
O=C(CCN1C(=O)C2C3C=CC(C3)C2C1=O)Nc1ccc(F)cc1 (configuration not stated)	8	96	-2	-3	22	-1.6	93	95	20
Cc1ccc(S(=O)(=O)NCCC(=O)NCc2ccc3c(c2)OCO3)cc1C	3	103	4	-2	21	0.19	101	104	0
CCOC(=O)c1c(C)nc2c(c(SC)nn2-c2ccccc2)c1N	-7	x	7	-1	-19	0.017	x	x	-3
Clc1cccc(Cl)c1-c1nnc2cccc(Cl)n12	x	94	x	-5	0	0.0043	93	93	x
Cc1ccc(S(=O)(=O)N(C)c2cc(S(=O)(=O)N3CCC(C)CC3)c(C)cc2C)cc1	-16	x	16	-4	-19	0.21	x	x	18
Cc1cc2c(OCC(O)CNC(C)(C)C)cccc2[nH]1 (configuration not stated)	-9	97	-2	-2	-4	-0.068	100	103	-3
COc1ccc(OC)c(CN2C(=O)CCC2(C)C(=O)NC2CCCCCC2)c1 (configuration not stated)	0	95	6	-3	3	-0.0023	102	100	6
COc1ccc(Cl)cc1NC(=O)C1CCCN(c2cc(C)nc3ncnn23)C1 (configuration not stated)	3	66	21	-7	-22	0.71	92	97	3
COC(=O)c1cccc(NC(=O)CSc2nnc(COc3cccc(C)c3)n2C)c1	1	93	3	-5	-7	0.24	99	103	17
Cc1ccc(-c2cc(C(=O)NCc3ccccn3)c3ccccc3n2)cc1C	-15	x	7	-5	12	2	x	x	8
CCOC(=O)c1sc(C)c2c1NC(C)(c1cccs1)NC2=O (configuration not stated)	-5	42	25	-2	-19	-0.0096	84	79	18
COc1ccccc1NS(=O)(=O)c1ccccc1C#N	-3	85	-7	-2	6	-0.61	104	99	4
(next part)
SMILES	E coli WT exp	H69AR growth 86K	PostGolgi yeast	S1P2 ag	S1P2 antag	DAT uptake mod	HUVEC inhibit	Fibroblast inh	PostGolgi ctrl
N#CC1=C(N)OC2=C(C(=O)CCC2)C1c1ccccc1 (configuration not stated)	-5	98	1	-4	39	-0.61	96	97	-8
COc1ccc(S(=O)(=O)Cc2ccc(C(=O)N3CCCC3)o2)cc1	4	83	-5	-1	-4	-0.23	106	103	3
COc1ccc(N=C2C(=Nc3ccc(OC)cc3)N(c3ccc(N(C)C)cc3)C(=S)N2c2ccc(OC)cc2)cc1	-17	x	-4	-4	-16	0.05	x	x	4
O=C(Nc1ccc(C(F)(F)F)cc1)c1cc(-c2cccnc2)nc2ccc(Br)cc12	-1	x	-2	-3	11	-0.63	x	x	6
COc1cc(NS(=O)(=O)c2ccc(Br)cc2)c(OC)cc1NC(=O)c1ccco1	-6	95	-13	0	-23	2.1	85	96	26
Clc1cccc(-c2cc3nc4c(c(N5CCN(c6cnccn6)CC5)n3n2)CCCC4)c1	x	63	x	0	-13	0.49	86	104	x
NC(=O)C1(N2CCCCC2)CCN(C(=O)c2cccn3c(=O)c4cc(Cl)ccc4nc23)CC1	0	107	-17	-10	17	x	81	95	-6
CCn1c(=O)cc(SCC(=O)NCc2ccco2)c2ccccc21	-3	39*	-4	-10	-9	-0.96	60	89	3
COc1ccc(-c2cc(C(F)(F)F)nc(SCC(=O)N3CCOCC3)n2)cc1OC	-6	48	22	2	-19	-0.011	90	101	14
CCOc1ccc(-n2nnc3c(=O)n(CC(=O)N4CCCc5ccccc54)cnc32)cc1	5	x	-3	-5	0	-0.3	x	x	-2
COc1ccc(NC(=O)c2cc3n(n2)C(C(F)(F)F)CC(c2ccc(OC)cc2)N3)cc1 (configuration not stated)	-6	43	3	-9	-23	-0.61	31	90	1
O=C(CN1C(=O)c2ccccc2C1=O)Nc1cccnc1	0	92	4	-6	25	-0.24	105	95	6

Quoted at random: two compounds from above
SMILES	E coli WT exp	H69AR growth 86K	PostGolgi yeast	S1P2 ag	S1P2 antag	DAT uptake mod	HUVEC inhibit	Fibroblast inh	PostGolgi ctrl
CCn1c(=O)cc(SCC(=O)NCc2ccco2)c2ccccc21	-3	39*	-4	-10	-9	-0.96	60	89	3
O=C(CN1C(=O)c2ccccc2C1=O)Nc1cccnc1	0	92	4	-6	25	-0.24	105	95	6

Molecules from the list above that have a tert-butyl group, in the order listed:
SMILES	E coli WT exp	H69AR growth 86K	PostGolgi yeast	S1P2 ag	S1P2 antag	DAT uptake mod	HUVEC inhibit	Fibroblast inh	PostGolgi ctrl
Cn1c(=N)n(CC(=O)C(C)(C)C)c2ccccc21	15	98	0	0	0	-0.31	105	103	17
Cc1cc2c(OCC(O)CNC(C)(C)C)cccc2[nH]1 (configuration not stated)	-9	97	-2	-2	-4	-0.068	100	103	-3

(further entries)
SMILES	E coli WT exp	H69AR growth 86K	PostGolgi yeast	S1P2 ag	S1P2 antag	DAT uptake mod	HUVEC inhibit	Fibroblast inh	PostGolgi ctrl
Cc1oc(-c2cccc(Cl)c2)[n+]([O-])c1C	-6	103	3	-7	8	0.7	92	103	-2
Cc1ccc(CCNC(=O)C2CCC(=O)N2C(C)C)cc1 (configuration not stated)	-6	103	-6	x	x	-0.56	111	98	3
Cc1cc2cc(CCNC(=O)CC(C)C)c(=O)[nH]c2cc1C	6	87	5	-3	19	-0.25	93	94	15
CCn1c(C(C)NC(=O)c2ccc(OC)c(OC)c2)nc2ccccc21 (configuration not stated)	-3	82	-2	-6	-4	0.04	91	102	0
CCSc1nc2c(c(=O)[nH]1)C(c1cccnc1)C(C(=O)OC(C)C)=C(C)N2 (configuration not stated)	x	79	x	0	-13	2.1*	112	98	x
Cc1ccc(OCCCC(=O)Nc2ccc(N3CCOCC3)cc2)c(C)c1	-2	96	9	-3	15	-0.48	104	102	-1
